TRPML3 agonist: human mucolipin-3 channel agonism; AID 1448; 220,000 tested, 0.29% active; HEK293 TRPML3-YFP, Fluo-8 calcium fluorescence; 100% = the carbachol control signal; activation, % at 3 µM; Q8TDD5;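 active = activation above its plate's cutoff, the mean activation of the plate's test wells plus 3 SD, cut at about 12% in these data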;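 note: 0% = DMSO only wells and 100% = carbachol wells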
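Material: HEK293 cells stably carrying human TRPML3-YFP; compound dosing: single dose, 3 µM final nominal compound, 0.3% DMSO final; incubation: 1-h 37 °C dye load, 5-s basal, 120-s post-compound reads; technique: Fluo-8 intracellular calcium fluorescence, excitation 470-495 nm, emission 515-575 nm; read-out basis: percent activation from peak-to-basal fluorescence ratio, scaled between DMSO and carbachol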
NPY1 pot ag: human NPY-Y1 potentiation or agonism, primary screen. P25929. NPY-Y1 expressing cells, potentiator/agonist activation. activation, % at 3.6 µM. 220,000 tested, 0.37% active; in the data active = activation above about 33%, passing the limit was not always enough;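 note: cells stimulated with NPY at EC10 then isoproterenol at EC100; 0% = low agonist plus stimulus and 100% = saturating agonist plus stimulus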
Target sequence (P25929 whole entry, looked up): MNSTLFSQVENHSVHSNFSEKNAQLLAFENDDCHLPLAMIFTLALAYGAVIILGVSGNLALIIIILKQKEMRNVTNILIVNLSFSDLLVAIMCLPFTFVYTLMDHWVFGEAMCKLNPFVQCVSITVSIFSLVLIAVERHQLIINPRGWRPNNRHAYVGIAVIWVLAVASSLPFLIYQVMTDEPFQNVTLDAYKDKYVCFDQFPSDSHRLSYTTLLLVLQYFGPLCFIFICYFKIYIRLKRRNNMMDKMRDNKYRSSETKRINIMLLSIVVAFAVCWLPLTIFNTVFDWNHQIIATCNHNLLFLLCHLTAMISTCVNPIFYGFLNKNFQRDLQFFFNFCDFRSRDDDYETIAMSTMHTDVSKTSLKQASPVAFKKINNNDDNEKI
zfTRPN1 agonist: agonists of zebrafish TRPN1 channel; HEK293 zebrafish TRPN1-YFP, Fluo-8 calcium fluorescence; 100% = response to 87 µM carbachol; activation, % at 3 µM; 220,000 tested, 0.18% active; AID 1424;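 active = activation above its plate's cutoff, the mean activation of test wells on that plate plus 3 SD, cut at about 19% in these data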;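 note: 0% = DMSO alone and 100% = 87 µM carbachol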
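Control set: carbachol 87 µM as high control, DMSO as low control; system: HEK293 stable line with zebrafish TRPN1-YFP; read-out: % activation versus carbachol response; detection: intracellular calcium fluorescence with Fluo-8; doses: single test compound dose, 3 µM nominal, 0.3% DMSO; schedule: dye 1 h 37 °C plus 30 min RT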
CHOP inhibitor: inhibitors of CHOP induction in ER stress response. CHO-K1 CHOP-promoter luciferase, tunicamycin-induced, 15-18 h. inhibition, % at 10 µM. 220,000 tested, 3.8% active. AID 2732;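 active = compounds that reduced the stress-induced luciferase reporter signal by more than about 70% of percent inhibition, limit read from the data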;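 note: 0% = tunicamycin plus vehicle and 100% = wells without tunicamycin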
EP2 modulator: modulates human prostaglandin E2 receptor EP2 signaling; EP2-expressing cells, cAMP HTRF FRET, PGE2 co-stimulation; induction, % at 25 µM; AID 940; 260,000 tested, 0.83% active; P43116;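 active = compounds whose cAMP rise, as percent of the full-agonist control response, exceeds 60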;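 note: rat C6 glioma line stably carrying human EP2 under a CMV promoter; the protocol text gives 20 µM as final concentration; 100% = response of wells given 1 µM PGE2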
Target sequence (P43116 whole entry, looked up): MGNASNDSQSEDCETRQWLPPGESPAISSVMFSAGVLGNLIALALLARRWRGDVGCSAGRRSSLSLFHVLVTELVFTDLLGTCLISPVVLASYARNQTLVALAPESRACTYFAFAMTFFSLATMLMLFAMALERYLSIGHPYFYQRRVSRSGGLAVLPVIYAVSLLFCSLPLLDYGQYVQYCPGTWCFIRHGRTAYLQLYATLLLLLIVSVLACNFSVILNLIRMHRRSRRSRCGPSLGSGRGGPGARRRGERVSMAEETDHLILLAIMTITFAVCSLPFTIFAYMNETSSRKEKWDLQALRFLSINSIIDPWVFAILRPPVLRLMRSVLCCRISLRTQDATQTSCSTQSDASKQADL
S1P4 antagonist: human S1P4 receptor antagonism; O95977; S1P4-expressing cells, antagonist mode, reporter read-out; inhibition, % at 4.98 µM; 220,000 tested, 0.26% active; in the data active = inhibition above about 29%;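 note: 0% = wells stimulated with agonist and 100% = vehicle wells without agonist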
NPY-Y1 antag: blocks the human neuropeptide Y Y1 receptor. P25929. HEK293-CNG Y1 cells, membrane potential fluorescence; NPY at EC95, then isoproterenol. inhibition, % at 3.6 µM. 200,000 tested, 1% active. AID 1040;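 active = inhibition above the campaign mean inhibition of all tested compounds plus 3 SD, cut at about 20% in these data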;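 note: 0% = DMSO wells given NPY plus isoproterenol and 100% = isoproterenol alone without NPY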
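Material: HEK293 Y1/CNG channel cell line | Also added: NPY (25 nM), isoproterenol (1 µM), Ro 20-1724 (25 µM) | Compound: One concentration, 3.6 µM, in 0.4% DMSO | Schedule: 3 h dye uptake, 1 h room-temperature compound, 45 min post-isoproterenol | Signal: Membrane-potential fluorescent dye readout | Read-out: % inhibition of NPY effect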
S1P4 ag: agonists of human S1P4 receptor; S1P4-expressing cell line, agonist reporter assay; activation, % at 4.98 µM; 220,000 tested, 0.35% active; AID 1509; in the data active = activation above about 11%;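 note: 0% = DMSO vehicle and 100% = reference agonist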
NPY2 pot ag: potentiators or agonists of human neuropeptide Y receptor Y2 | cells expressing NPY-Y2, potentiator/agonist read-out | activation, % at 3.6 µM | 220,000 tested, 0.45% active; in the data active = activation above about 27%;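 note: cells stimulated with NPY near EC25 plus isoproterenol at EC100; 0% = vehicle plus submaximal agonist and 100% = vehicle plus saturating agonist; some results beyond the cut were filed as inactive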
* hit, by the source's call; x = no result given; & = joins results of further samples.

SMILES	TRPML3 agonist	NPY1 pot ag	zfTRPN1 agonist	CHOP inhibitor	EP2 modulator	S1P4 antagonist	NPY-Y1 antag	S1P4 ag	NPY2 pot ag
CC1CN(c2oc(-c3ccco3)nc2S(=O)(=O)c2ccccc2)CC(C)O1 (stereo not drawn)	0.7	8.3	0.8	2.6	5.6	-25.7	2.2	0.0	3.2
O=C(CC(c1ccco1)C1CCCCC1=O)c1ccccc1 (stereo not drawn)	0.8	-11.6	-0.5	32.1	26.7	-14.5	0.1	-1.1	-3.5
CS(=O)(=O)N(CCc1ccccc1)CC(=O)Nc1ccc2c(c1)OCO2	0.1	-3.5	1.6	2.8	-10.7	-9.2	0.7	-2.4	-6.4
CC(C)Cn1nc(NC(=O)c2cccs2)c2cc3ccccc3nc21	-0.1	-6.3	-1.2	29.0	9.5	-0.1	x	0.9	-7.2
S=C(NC1CCCCCC1)NC1CCCC1	0.0	-3.1	1.9	6.5	-27.7	-11.5	1.9	1.6	-7.7
Cc1ccc2nc(-c3cccnc3)cc(C(=O)N3CCN(c4ccc([N+](=O)[O-])cc4)CC3)c2c1	0.8	-6.8	0.6	8.4	-40.3	14.7	0.3	-0.6	4.4
O=C(CN1C(=O)c2ccccc2S1(=O)=O)c1ccc2c(c1)OCCCO2	0.2	8.1	0.2	104.1*	-46.2	14.6	x	-0.1	-10.3
COc1ccc(C2=NN(c3ccccc3)C(c3cn(CCC(=O)O)nc3-c3ccccc3)C2)cc1 (stereo not drawn)	1.7	8.5	5.5	96.1*	1.7	-12.7	-2.4	1.5	8.2
CC(C)CN(C(=O)CSc1nn(-c2ccc(Cl)cc2)c(=S)s1)C1CCS(=O)(=O)C1 (stereo not drawn)	-0.3	2.9	-0.4	-14.3	6.6	-5.2	-2.3	1.3	-11.6
C/C=C/C=N/Nc1nc(-c2ccc([N+](=O)[O-])cc2)cs1	1.0	2.8	-0.2	97.7*	-8.2	1.7	-3.1	-0.6	9.7
CCCOc1ccc(N2C(=O)CC(N(Cc3ccco3)C(=O)CCC(=O)O)C2=O)cc1 (stereo not drawn)	0.8	-13.6	-1.4	8.7	-0.1	2.6	x	0.0	-5.4
Cc1ccc2cn[nH]c2c1NC(=S)NC(=O)c1ccccc1	1.6	5.2	2.8	7.5	-8.9	-18.4	-1.6	-2.2	15.1
Cc1cc(N2CCC(C(=O)N3CCN(c4cccc(C)c4C)CC3)CC2)n2ncnc2n1	0.7	11.1	1.8	8.7	-6.4&-16.8	-1.5	6.8	1.3	-9.3
COc1cc2c(cc1NC(=O)CN1C(=O)NC3(CCc4ccccc43)C1=O)oc1ccccc12 (stereo not drawn)	1.0	34.8*	1.5	79.4*	-1.5	-16.5	-7.0	0.0	19.4
CCCOc1ccc(Cc2nn[nH]n2)cc1	1.1	-6.0	2.2	7.5	11.7	-19.1	8.3	2.7	-3.3
Cc1cccc(CCNC(=O)CC2C(=O)NCCN2Cc2ccc(F)c(F)c2)n1 (stereo not drawn)	0.7	14.8	-0.6	15.2	-2.4	-18.8	-0.3	0.1	-5.3
O=C(Oc1ccc2ccc(OC(=O)N3CCOCC3)cc2c1)N1CCOCC1	1.1	4.0	1.1	31.3	9.6	-13.2	8.1	-2.5	4.4
CC(=O)Oc1ccc([N+](=O)[O-])cc1N1C(=O)c2ccccc2C1=O	1.0	5.2	1.6	16.9	44.1	-19.8	2.9	0.6	11.3
c1ccc(-c2cc(N3CCOCC3)nc3ccccc23)cc1	0.2	-7.3	-1.4	34.0	59.3	-2.1	-2.4	-1.4	-8.5
Cc1cc(/C=C2/SC(=O)NC2=O)c(C)n1-c1ccc(N2CCOCC2)cc1	0.5	-12.5	0.1	56.5	17.3	-10.9	-6.0	-1.4	2.0
O=C(COC(=O)c1ccc2ccccc2c1O)NCC(F)(F)F	0.5	-1.7	1.4	-0.1	-28.6	-9.0	x	2.2	-1.8
CCCCCCCCc1nc(=S)[nH][nH]1	-0.3	-29.7	-0.5	31.6	22.1	-8.7	8.9	-2.7	-6.8
O=C(NNC(=O)c1cccc(S(=O)(=O)N2CCc3ccccc32)c1)c1ccccc1	2.6	23.9	5.1	72.7*	-19.6	-13.4	-3.0	1.6	7.8
Cc1c(/C(O)=C2\C(=O)C(=O)N(CCN(C)C)C2c2ccco2)cnn1-c1ccccc1 (stereo not drawn)	-0.1	-18.6	2.3	-32.2	-6.6	-6.3	8.9	-0.5	-8.0
O=C(O)CCCC(=O)Nc1nc(-c2ccc(F)cc2)cs1	-0.1	-12.6	-0.2	24.8	-5.7	-13.9	3.5	-0.2	-6.6
O=C(COC(=O)Cc1ccccc1F)Nc1ccc(F)cc1F	-0.3	-13.3	-1.0	-1.3	-7.0	-16.9	-1.0	-0.8	-15.1
O=C(Nc1ccccc1Cl)c1ccc2nsnc2c1	-0.1	4.7	-1.3	-20.7	-29.0	-7.2	0.7	2.4	-2.2
CN1/C(=C\C(=O)COC(=O)c2ccc(O)c(O)c2)C(C)(C)c2ccccc21	1.6	10.6	3.2	41.7	-55.3	9.6	8.8	0.4	-3.7
COC(=O)c1ccc(C(=O)NC(=S)Nc2nc3c(s2)CC(C)CC3)cc1 (stereo not drawn)	0.6	13.0	-0.4	32.1	6.7	-1.4	-0.9	10.5	12.9
CC(=O)c1c(C)[nH]c(C(=O)NCCc2ccccc2)c1C	0.3	10.7	1.8	2.3	6.9	8.7	4.7	0.4	18.3
Fc1ccc(Cn2nnnc2CN2CCc3ccccc3C2)cc1	0.2	14.6	0.4	28.4	15.2	-32.5	3.8	0.3	-12.9
COc1ccc(CCCc2nnc(SCc3nc4ccccc4c(=O)[nH]3)n2C)c(C)c1	0.5	7.6	0.5	6.6	8.4	5.5	x	-1.1	-6.2
Cc1ccc(C(=O)Nc2cccnc2)cc1S(=O)(=O)N1CCCCC1	1.1	1.4	3.3	-6.9	-36.1	1.2	-12.5	1.8	0.2
CCC(C)(C)NC(=O)C(c1ccc(C)cc1)N(Cc1ccco1)C(=O)CCC(=O)Nc1nccs1 (stereo not drawn)	0.1	-18.9	-0.5	63.4	46.1	-19.8	1.2	1.6	-6.8
O=C(c1ccccc1C(=O)N(c1ccccc1)c1ccccc1)N1CCCCC1	-0.4	5.1	-1.8	22.3	28.5	17.2	2.4	0.9	-1.3
Cc1[nH]c(=O)[nH]c(=O)c1S(=O)(=O)N(C)Cc1ccccc1	0.6	-3.8	0.0	12.8	13.4	-9.4	2.1	1.9	-5.9
CC(C)C(C(=O)Nc1ccc(N2CCOCC2)cc1)N1C(=O)c2ccccc2C1=O (stereo not drawn)	0.5	7.2	0.2	8.0	41.9	-14.0	-6.0	0.0	7.6
Cc1cc(NC(=O)c2ccc(Cl)cc2)c(C(C)C)cc1O	-0.4	-37.4	-0.4	-18.2	-3.6	47.0*	15.9	-0.5	-9.6
CC(C)CNS(=O)(=O)c1ccc(CCC(=O)N2CCN(Cc3ccccc3)CC2)cc1	3.5	10.1	0.5	12.3	-18.8	0.9	4.2	-2.1	-4.0
CCOc1ccc(C(=O)COC(=O)CC)cc1	0.4	11.9	-0.2	-4.6	26.6	-15.0	0.5	1.9	-3.6
COc1cccc(C(=O)NNC(=O)c2ccccc2-n2cccc2)c1	0.5	-7.0	0.4	-20.6	-13.5	-14.6	-0.8	0.1	-4.2
Nc1c(-c2cccc(Cl)c2)cnn1-c1cccc(C(F)(F)F)c1	-0.6	35.9	0.9	43.7	-50.1	-14.2	2.1	1.1	41.7*
O=c1cnnc(Nc2cccc(F)c2)[nH]1	1.2	6.5	0.9	18.0	50.0	-3.8	-0.1	1.2	-8.2
c1ccc(-c2nnc(-c3c[nH]c4ccccc34)nc2-c2ccccc2)cc1	0.3	5.9	-0.1	-15.4	27.4	10.9	-0.6	0.1	-2.0
Oc1ccc(/C=N/n2c3ccccc3c3ccccc32)cc1	0.1	8.1	-0.6	91.0*	57.9	-1.4	2.1	-0.6	-2.7

Entries of single compounds, quoted from the list.
`CCOc1ccc(C(=O)COC(=O)CC)cc1` across the screens: TRPML3 agonist = 0.4; NPY1 pot ag = 11.9; zfTRPN1 agonist = -0.2; CHOP inhibitor = -4.6; EP2 modulator = 26.6; S1P4 antagonist = -15.0; NPY-Y1 antag = 0.5; S1P4 ag = 1.9; NPY2 pot ag = -3.6
`Fc1ccc(Cn2nnnc2CN2CCc3ccccc3C2)cc1` across the screens: TRPML3 agonist = 0.2; NPY1 pot ag = 14.6; zfTRPN1 agonist = 0.4; CHOP inhibitor = 28.4; EP2 modulator = 15.2; S1P4 antagonist = -32.5; NPY-Y1 antag = 3.8; S1P4 ag = 0.3; NPY2 pot ag = -12.9
`CC(C)CNS(=O)(=O)c1ccc(CCC(=O)N2CCN(Cc3ccccc3)CC2)cc1` across the screens: TRPML3 agonist = 3.5; NPY1 pot ag = 10.1; zfTRPN1 agonist = 0.5; CHOP inhibitor = 12.3; EP2 modulator = -18.8; S1P4 antagonist = 0.9; NPY-Y1 antag = 4.2; S1P4 ag = -2.1; NPY2 pot ag = -4.0

No new results follow: 2 of the compounds above.
SMILES	TRPML3 agonist	NPY1 pot ag	zfTRPN1 agonist	CHOP inhibitor	EP2 modulator	S1P4 antagonist	NPY-Y1 antag	S1P4 ag	NPY2 pot ag
Cc1cc(NC(=O)c2ccc(Cl)cc2)c(C(C)C)cc1O	-0.4	-37.4	-0.4	-18.2	-3.6	47.0*	15.9	-0.5	-9.6
CC(C)CNS(=O)(=O)c1ccc(CCC(=O)N2CCN(Cc3ccccc3)CC2)cc1	3.5	10.1	0.5	12.3	-18.8	0.9	4.2	-2.1	-4.0

Following part
SMILES	TRPML3 agonist	NPY1 pot ag	zfTRPN1 agonist	CHOP inhibitor	EP2 modulator	S1P4 antagonist	NPY-Y1 antag	S1P4 ag	NPY2 pot ag
O=C(NC(N1CCOCC1)C(Cl)(Cl)Cl)c1ccc(Br)cc1 (stereo not drawn)	0.0	2.8	-0.8	47.2	3.0	-11.9	-2.9	0.3	1.7
O=C(NCCN1CCOCC1)C1CCC(=O)N1Cc1ccccc1Cl (stereo not drawn)	-0.3	-14.8	0.0	10.2	16.6	-8.8	0.1	0.8	-8.9
Cc1cc(NC(=O)c2cccc(Oc3ccccc3)c2)n[nH]1	0.4	-5.1	0.3	6.3	13.5	-8.8	-3.9	1.5	4.5
CC(C)NC(=O)CSc1nnc(-c2ccc(C(C)(C)C)cc2)n1C	-1.1	11.0	0.9	-11.2	2.2	-14.0	3.8	-1.7	-3.1
Cc1cc(NC(=O)c2ccccc2-c2ccccc2C(=O)O)no1	0.4	3.4	0.0	-24.7	29.8	1.4	0.7	-1.1	-6.4
O=C(Nc1ccccc1[N+](=O)[O-])C1C(c2ccccc2)=C1c1ccccc1	0.2	13.6	1.1	23.8	16.1	-7.9	5.1	0.6	9.7
O=C(Cc1c(O)c2ccccc2[nH]c1=O)N(Cc1ccccc1)Cc1ccccc1	0.5	-4.8	1.9	18.2	23.4	0.8	10.7	9.8	-10.7
